Screens as filed in PubChem BioAssay.
Pf growth 96h: Primary qHTS for delayed death inhibitors of the malarial parasite plastid, 96 hour incubation | P. falciparum luciferase reporter growth, 96 h | Potency, µM (highest dose often 28.7 µM), for inactives: at the highest dose activity change, negative = inhibition, actives largely listed as inhibitors | 320,000 compounds, 6.9% hits; further: potency means the concentration at half of the fitted maximal effect; on the % scale 0 is the no-effect control and ±100 the full control effect
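Readout is luminescence from an integrated firefly luciferase in P. falciparum. Red cells, 2% hematocrit and 0.05% parasitemia final, were cultured with compound through two parasite generations (96 hours) at 37 C, 5% CO2.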
Shiga inhibitor: A qHTS for Small Molecule Inhibitors of Shiga Toxin. Vero cells, Shiga toxin protein synthesis inhibition reporter. inhibition, % at 38.7 µM. 290,000 compounds, 9.2% hits; in the data active means inhibition mostly above about 28%, no sharp cut-off; inactive means mostly below about 43%; further: 0% is about no effect
CHX counter: Cycloheximide Counterscreen for Small Molecule Inhibitors of Shiga Toxin; cell reporter, cycloheximide protein synthesis inhibition counterscreen; max response, %; 300,000 compounds, 12% hits; in the data active means max response mostly above about 13%, no sharp cut-off; inactive means mostly below about 14%; further: read at 38.3 µM for the half of the compounds with a filed dose; 0% is about no effect
Pf growth 48h: Primary qHTS for delayed death inhibitors of the malarial parasite plastid, 48 hour incubation. P. falciparum luciferase growth in erythrocytes, 48 h. Potency, µM (doses to about 28.7 µM), inactives show top-dose activity change, negative = inhibition, actives largely listed as inhibitors. 310,000 compounds, 5.9% hits; further: potency means the concentration at half of the fitted maximal effect; on the % scale 0 is the no-effect control and ±100 the full control effect
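Luciferase-expressing P. falciparum in infected erythrocytes (2% hematocrit, 0.1% parasitemia final) in RPMI 1640/0.5% Albumax were exposed to compound for 48 hours at 37 C, 5% CO2; growth read as luminescence.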
Sm TGR inh: qHTS Assay for the Inhibitors of Schistosoma Mansoni Peroxiredoxins. purified TGR, DTNB reduction, TNB absorbance 405 nm. Schistosoma mansoni thioredoxin glutathione reductase (TGR), Q962Y6. 360,000 compounds, 3% hits. AID 485364, 2010. Potency, µM (top dose mostly 114 µM), without a hit: at the top dose activity change, negative = inhibition, most hits filed as inhibitors; further: potency means the concentration at half of the fitted maximal effect; on the % scale 0 is the no-effect control and ±100 the full control effect; nearly all actives have a fitted effect of over 60% in size
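Kinetic colorimetric format: TGR-catalysed, NADPH-driven DTNB reduction monitored via TNB absorbance. Enzyme dispensed at 20 nM; compound exposure 15 min at room temperature before reaction start.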
FBPA Giardia inh: qHTS Assay for Inhibitors of Fructose-1,6-bisphosphate Aldolase from Giardia Lamblia | purified Giardia FBPA | 290,000 compounds, 0.71% hits | A8B2U2 | Potency, µM (highest dose often 59.6 µM), without a hit: at the highest dose activity, negative = inhibition, hits mostly inhibitors; further: potency means the concentration at half of the fitted maximal effect; on the % scale 0 is the no-effect control and ±100 the full control effect; nearly all actives have a fitted effect of over 55% in size
Target sequence (A8B2U2 whole entry, looked up): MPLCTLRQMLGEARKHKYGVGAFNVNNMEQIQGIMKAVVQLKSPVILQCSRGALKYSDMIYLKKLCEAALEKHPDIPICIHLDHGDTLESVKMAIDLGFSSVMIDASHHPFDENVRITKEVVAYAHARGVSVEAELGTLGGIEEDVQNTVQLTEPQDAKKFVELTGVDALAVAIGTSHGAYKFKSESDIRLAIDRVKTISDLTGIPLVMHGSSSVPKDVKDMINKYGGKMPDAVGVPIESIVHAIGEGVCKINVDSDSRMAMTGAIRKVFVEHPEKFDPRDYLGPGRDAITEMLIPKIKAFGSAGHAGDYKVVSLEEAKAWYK
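40 nM FBPA preincubated 10 min at RT with compound (up to 57.5 uM final), then substrate plus GAPDH/TPI/NAD/arsenate coupling and diaphorase/resazurin added. Fluorescence read after 20 min at RT, 525/598 nm.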
Starred values were filed as active, the others as inactive; i = inactive; u = inconclusive; x = not tested or not shown; & = joins results of further samples; [ ] = another dose, or the depositor's remark. Unless noted, the call rests on the fitted dose curve; in most records, active means well fitted curve in the direction sought with a large enough effect; inconclusive means small, poorly fitted or top-dose-only effect, or another doubt; inactive means no such curve, though single readings can be large; an effect the other way counts as inactive or inconclusive.

SMILES | Pf growth 96h | Shiga inhibitor | CHX counter | Pf growth 48h | Sm TGR inh | FBPA Giardia inh
C#CCOCCOCCOCCNc1nc(N2CCN(C(=O)CCCCCCCCCCNC(=O)[C@H](CO)n3cc(CCCSC)nn3)CC2)nc(N2CCN(C(=O)CCCCCCCCCCNC(=O)[C@@H]([C@H](C)O)n3cc(C)nn3)CC2)n1 | 0.093µM* | x | x | 0.29µM* | 45µM* | x
COc1cccc(C(=O)NNC(=O)CCC(=O)O)c1 | 70%[activator] | -5 | -4 | 149%[activator] | 1% | 1%
Cc1ccc(N(C(=O)C(F)(F)F)C(C(=O)NC2CCCCC2)c2cccs2)cc1 (configuration not stated) | u | -8 | -2 | u | 9% | 5%
O=C(CSc1nnc(-c2ccco2)o1)c1ccc[nH]1 | i | 110* | 50* | 275%[activator] | 28µM* | -17%
CCCN(CCC)Cc1c(C(=O)N/N=C/C(C)=C\c2ccco2)nnn1-c1nonc1N | u | -6 | -2 | u | u | u
CC(=O)Nc1nc2ccccc2n1Cc1ccc(C)cc1 | 67%[activator] | 24 | -1 | u | 4% | -28%
CCOc1cc(N2CCOCC2)c(OCC)cc1NC(=O)COC(=O)[C@@H]1CCCN1S(=O)(=O)c1ccccc1F | -4% | -14 | -3 | 8% | -10% | u
O=c1cc(CN2CCN(Cc3ccccc3)CC2)c2ccc(O)cc2o1 | u | 3 | -9 | u | -23% | x
Cc1ccsc1CCNC(=O)C1CCC(=O)N(CCc2cccc(F)c2)C1 (configuration not stated) | u | 120* | 46* | 18% | 0% | x
CC(=O)c1ccc(O)c(CO)c1 | x | -11 | 4 | -13% | 13% | 8%
Cc1nn(Cc2ccccc2)c(C)c1NC(=O)CSc1n[nH]c(C)c1[N+](=O)[O-] | 22% | -8 | -2 | u | -2% | 0%
COCc1nnc(NC(=O)CSCc2ccccc2)s1 | 32%[activator] | 2 | 3 | 34%[activator] | 0% | x
CCc1ccc(OCc2n[nH]c(=S)n2C(C)CCCC(C)C)cc1 (configuration not stated) | u | -9 | -6 | -3% | 1% | -6%
Cc1cc(C)c(CSc2nnnn2-c2ccc(C(=O)O)cc2)c(C)c1 | 155%[activator] | -7 | -5 | 7% | 5% | 19%
Cc1cccc(OCC(=O)Nc2nnc(S(=O)(=O)N3CCc4ccccc43)s2)c1 | x | -11 | -11 | x | -4% | x

Sorted by number of heavy atoms (highest first): three of the compounds above
SMILES | Pf growth 96h | Shiga inhibitor | CHX counter | Pf growth 48h | Sm TGR inh | FBPA Giardia inh
CCOc1cc(N2CCOCC2)c(OCC)cc1NC(=O)COC(=O)[C@@H]1CCCN1S(=O)(=O)c1ccccc1F | -4% | -14 | -3 | 8% | -10% | u
Cc1cccc(OCC(=O)Nc2nnc(S(=O)(=O)N3CCc4ccccc43)s2)c1 | x | -11 | -11 | x | -4% | x
O=c1cc(CN2CCN(Cc3ccccc3)CC2)c2ccc(O)cc2o1 | u | 3 | -9 | u | -23% | x

Remaining list, next part
SMILES | Pf growth 96h | Shiga inhibitor | CHX counter | Pf growth 48h | Sm TGR inh | FBPA Giardia inh
Cc1cc(=O)n2c(c1C#N)SC1CCCCC12O (configuration not stated) | u | -16 | -8 | -13% | -15% | 0%
COc1cccc(NC(=O)Cn2c3ccccc3c3nc4n(c(=O)c32)CCS4)c1 | 29% | -4 | 11 | u | 0% | -3%
CCOc1ccc(NS(=O)(=O)c2ccc(NS(=O)(=O)c3ccc(SC)cc3)cc2)cc1 | x | -8 | -3 | -5% | 13% | 4%
CC(C)CNC(=O)C(=O)NNC(=O)c1ccco1 | u | -4 | 1 | 47%[activator] | 0% | -28%
CCOc1nc(Nc2cc(Cl)ccc2OC)nc(OCC)n1 | x | 5 | 1 | u | 2% | 2%
Cc1ccccc1NC(=O)Cn1cc(C(=O)C2CC2)c2ccccc21 | u | 15 | -4 | -29% | -5% | -3%
CC(=O)N(c1ccc(Cl)cc1)c1c[nH]c2ccccc12 | 6.6µM* | -15 | -4 | 12µM* | 1% | 1%
CSc1oc(-c2cccs2)nc1S(=O)(=O)c1ccccc1 | -4% | 26 | 9 | -2% | -20% | -29%
CS(=O)(=O)c1cccc(NC(=O)C2CC2)c1 | u | -7 | -6 | 10% | 15% | 1%
CN1CC(c2ccccc2)C2(COc3ccccc3C2=O)C12C(=O)Nc1ccccc12 (configuration not stated) | u | 7 | -4 | u | -15% | -7%
OC[C@@H]1CCCN1Cc1cn(-c2ccccc2)nc1-c1ccc2c(c1)OCO2 | 357%[activator] | 19 | 0 | 13µM* | 17% | -5%
CCCn1cc(S(=O)(=O)c2ccc(F)cc2)c(=O)c2cc(OCC)ccc21 | u | -6 | -2 | u | -4% | x
Cc1cccc(C(=O)Nc2ccccc2C(=O)OCc2c(C)noc2C)c1 | 11% | -17 | 2 | u | 12% | x
Cc1cccn2c(=O)nc(SCC(=O)NCCc3ccccc3)nc12 | -13% | x | x | 16% | 4% | x
CN1CCN(C=Nc2nc3ccccc3nc2N2CCCC2)CC1 | 7% | 9 | 8 | -8% | 32µM* | -7%
CN1CCN(c2cc(-c3ccccc3)nc3cc(-c4ccc(F)cc4)nn23)CC1 | -9% | -4 | -1 | x | 5% | 0%
COc1ccc(S(=O)(=O)CCC(=O)Nc2cc(C)ccc2OC)cc1 | 9% | -23 | 17 | 18% | u | -8%
Cn1nc([N+](=O)[O-])nc1Oc1ccccc1 | x | -12 | 0 | 20% | -4% | -13%
COc1ccc(NC(=O)c2c3c(nc4ccccc24)CCN(Cc2ccccc2)C3)c(OC)c1 | 9.3µM* | -13 | 7 | 7.4µM* | -2% | -18%
COc1ccc(C)cc1NC(=O)c1ccc(CN2CCc3ccccc3C2)cc1 | 1% | -3 | 1 | -15% | 7% | -10%
O=C(c1ccc(F)cc1Cl)N1CCC2(CC1)OCCO2 | 0% | -6 | -3 | 13% | 7% | -3%
COc1ccccc1C(=O)Nc1ccc2c(c1)nc(CN1CCCCC1)n2C | 0% | 36 | 18 | u | -18%&4% | -11%
COCCNC(=O)/C(C#N)=C/c1c(N2CC(C)OC(C)C2)nc2ccccn2c1=O (configuration not stated) | 24% | -3 | -5 | 21% | -2% | 2%
CC(Oc1ccc(Br)cc1)C(=O)N1CCN(c2ccccn2)CC1 (configuration not stated) | -1% | -9 | -1 | -4% | 0% | x
COc1ccc(CCNC(=O)Cn2nc(C)c3c(C)n(-c4ccccc4)nc3c2=O)c(OC)c1 | -11% | -7 | 1 | u | -10% | 5%
COc1ccc([N+](=O)[O-])cc1C1NN=C(c2cccc3ccccc23)S1 (configuration not stated) | 40%[activator] | -12 | -2 | x | 0% | -2%
CCP(=O)(c1cccc([N+](=O)[O-])c1)c1cccc([N+](=O)[O-])c1 | 27% | -1 | 1 | 35%[activator] | 4% | 2%
CC(=O)Nc1nonc1NC(=O)CSc1ncn[nH]1 | x | -23 | -6 | 16% | -15% | -14%
Cc1c(Cl)cnc(NC(=O)COC(=O)c2cc3c(s2)CCC(C)C3)c1Cl (configuration not stated) | 3% | -9 | -2 | 5% | 5% | 0%
O=c1c2ccccc2nc(SCc2ccccc2Cl)n1Cc1ccccc1 | u | -3 | -2 | u | 0% | 2%
COc1cccc(N(C(C)=O)C2=NCCCS2)c1 | u | -5 | -3 | -11% | -7% | 1%
O=C(c1cc(Br)c(Br)s1)N1CCN(C/C=C/c2ccccc2)CC1 | 32%[activator] | -20 | -3 | x | -9% | -1%
Cc1csc(=O)n1CCC(=O)OCC(=O)N(CC(C)C)c1c(N)n(Cc2ccccc2)c(=O)[nH]c1=O | u | -10 | 3 | -37% | -25% | -4%
COc1ccc(CS(=O)(=O)CC2(O)CCN(C(=O)c3cccc(C(F)(F)F)c3)CC2)cc1 | 3% | -8 | 1 | 15µM* | 21% | 5%
CCC/C=C1/CCCOC(C(=O)NCCNCCO)(C(F)(F)F)C1 (configuration not stated) | x | -7 | -6 | x | x | 4%
CC(NC(=O)c1ccc(CS(=O)(=O)c2ccc(Cl)cc2)o1)c1ccc2c(c1)OCCO2 (configuration not stated) | u | -11 | -2 | x | -24% | -9%
O=C(NCc1ccccc1F)C1CCCN(C(=O)Nc2ccc(F)cc2)C1 (configuration not stated) | u | 22 | -3 | 5% | -1% | 4%
O=C(CNC(=O)c1ccco1)OCc1ccc(C(=O)Oc2ccccc2)cc1 | u | 24* | 33* | 3% | -5% | 12%
CC(C)CCNC(=O)CNC(=S)N(Cc1ccccc1)Cc1cccnc1 | u | -8 | -3 | -5% | -7% | 4%
CN1CCN(CCCNC(=O)CCc2nnc3n(Cc4ccccc4Cl)c(=O)c4ccccc4n23)CC1 | u | 9 | 0 | u | -5% | x
CCOC(=O)CSc1nc(-c2ccccc2)nc2ccccc12 | 73%[activator] | -3 | -4 | 1% | 3% | -4%
O=C(O)CC(c1ccc(Cl)cc1)N1Cc2ccccc2C1=O (configuration not stated) | u | -8 | -2 | u | 8% | 0%
O=C(CCc1ccccc1)NNC(=O)c1ccccc1F | -1% | -11 | -4 | 27% | 0% | 3%
CC(=O)c1cc(CN2CCN(CCc3ccccc3)C(CCO)C2)cs1 (configuration not stated) | u | -2 | -1 | -28% | -14% | 2%
O=C(COC(=O)CNC(=O)c1ccc(Cl)c([N+](=O)[O-])c1)NNC(=O)c1cccs1 | 21% | x | x | 11% | -2% | x
O=C1/C(=C/c2cccs2)SC(=S)N1c1cccc(O)c1 | 22% | 61 | 26* | 69%[activator] | 10% | 1%
COc1ccc(C(C)=O)cc1CC(=O)Nc1ccccc1-c1ccccc1 | u | -11 | 12 | u | -1% | 4%
COC(=O)c1cc(C)nc(Sc2ccccc2N)n1 | u | 45* | 18* | u | 3% | -9%

Exported with each value named: part of the list above
CCC/C=C1/CCCOC(C(=O)NCCNCCO)(C(F)(F)F)C1 (configuration not stated)
  Pf growth 96h = x | Shiga inhibitor = -7 | CHX counter = -6 | Pf growth 48h = x | Sm TGR inh = x | FBPA Giardia inh = 4%
CC(NC(=O)c1ccc(CS(=O)(=O)c2ccc(Cl)cc2)o1)c1ccc2c(c1)OCCO2 (configuration not stated)
  Pf growth 96h = u | Shiga inhibitor = -11 | CHX counter = -2 | Pf growth 48h = x | Sm TGR inh = -24% | FBPA Giardia inh = -9%
O=C(NCc1ccccc1F)C1CCCN(C(=O)Nc2ccc(F)cc2)C1 (configuration not stated)
  Pf growth 96h = u | Shiga inhibitor = 22 | CHX counter = -3 | Pf growth 48h = 5% | Sm TGR inh = -1% | FBPA Giardia inh = 4%
O=C(CNC(=O)c1ccco1)OCc1ccc(C(=O)Oc2ccccc2)cc1
  Pf growth 96h = u | Shiga inhibitor = 24* | CHX counter = 33* | Pf growth 48h = 3% | Sm TGR inh = -5% | FBPA Giardia inh = 12%
